Screens as filed in PubChem.
NR2E3 ag-1 = NR2E3 agonists in two-hybrid cells, primary screen, cell-based, luminescence, CHO-S, Gal4-NCOR/VP16-NR2E3; Photoreceptor-specific nuclear receptor (Homo sapiens), Q9Y5X4; AID 602229, 2012; 0.35% of 360,000 active; luciferase; inhibition of corepressor binding, % at 3.98 µM;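 active = inhibition above the mean of all tested compounds plus 3 SD, cut at about 70% in these data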;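 note: 0% = DMSO with NR2E3 transfected cells and 100% = cells lacking NR2E3 construct; higher means lower luciferase signal from less NR2E3 corepressor binding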
Target sequence (Q9Y5X4 whole entry, looked up, the tested form may be a part): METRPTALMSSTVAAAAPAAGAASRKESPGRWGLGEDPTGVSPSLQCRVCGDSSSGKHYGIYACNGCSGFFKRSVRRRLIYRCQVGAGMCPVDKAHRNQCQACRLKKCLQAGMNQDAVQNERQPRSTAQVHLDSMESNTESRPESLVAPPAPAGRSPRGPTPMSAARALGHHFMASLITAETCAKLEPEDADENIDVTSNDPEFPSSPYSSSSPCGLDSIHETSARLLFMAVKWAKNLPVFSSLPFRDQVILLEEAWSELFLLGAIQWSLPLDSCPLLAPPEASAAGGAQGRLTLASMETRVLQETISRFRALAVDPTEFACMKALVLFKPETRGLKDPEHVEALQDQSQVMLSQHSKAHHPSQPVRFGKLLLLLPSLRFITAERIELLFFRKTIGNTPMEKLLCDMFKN
TWEAK Fn14 block = inhibitors of TWEAK-Fn14 signaling, primary screen, luciferase reporter cells, uHTS; 2% of 360,000 active; AID 1159606, 2016; TWEAK-stimulated Fn14 reporter cells, luciferase luminescence, 8 h; inhibition, % at 10 µM; in the data active = inhibition above about 50%
CF NFkB block = inhibitors of PAF-induced NF-kB signaling, primary screen, cell-based, GFP fluorescence, uHTS | KKLEB NF-kB-GFP reporter, GFP fluorescence overnight | inhibition, % at 5 µM | 0.86% of 360,000 active | AID 588850, 2011;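 active = at least 50% inhibition at 5 µM, scaled per plate between neutral and stimulator controls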;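 note: PAF is a Pseudomonas aeruginosa culture filtrate used as stimulus; plate controls were PAF-stimulated DMSO wells for no effect and unstimulated DMSO wells for full effect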
Shn3 inh set2 = reduction of Shn3 3'UTR firefly luciferase signal, primary screen, Schnurri-3 inhibitor project, cell-based, Clone20 osteoblasts, set 2 | Clone20 osteoblast Shn3 3'UTR firefly luciferase, 24 h | inhibition, % at 12.5 µM | 0.52% of 360,000 active | AID 588674, 2011;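 active = mean inhibition of at least 75% with every replicate also reaching 75%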;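 note: 0% = median of neutral control wells and 100% = pilot-screen positive control compound; some compounds past the cut are filed as inactive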
HIF-2a block = HIF-2a reporter inhibitors, primary screen, luminescence, 786-0 RCC cells. 786-0 RCC cells HIF-2a reporter, luciferase luminescence, overnight. inhibition, % at 18.8 µM. 0.72% of 360,000 active;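 active = inhibition of the luminescence signal of 40% or more relative to plate controls, in a single-dose primary screen at 18.75 µM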
TRAIL sens C8 = viability loss with TRAIL in NB7+C8 cells, primary screen, TRAIL sensitizer project, cell-based, ATPlite luminescence; inhibition (viability loss, TRAIL sensitization), % at 10 µM; AID 624354, 2012; 1% of 360,000 active;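 active = compounds causing at least 50% loss of cell viability in the single-dose screen, relative to plate controls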
NR2E3 ag-2 = inhibitors of NR2E3-RetCOR corepressor binding, primary screen, NR2E3 agonist project, biochemical, TR-FRET, GST-NR2E3, biotin-RetCOR | Photoreceptor-specific nuclear receptor (Homo sapiens), Q9Y5X4 | 1536-well | inhibition of corepressor binding, % at 4.78 µM | 0.12% of 320,000 active | AID 2300, 2010;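 active = percent inhibition above the cutoff of mean plus 3 SD of all tested compounds, set per screening campaign, cut at about 20% in these data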;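 note: 0% = DMSO wells and 100% = biotin wells as full block of FRET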
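Test system: GST-NR2E3 and biotin-RetCOR proteins | Quantity: 1.35 nM GST-tagged NR2E3 final | Medium: Tris pH 7.5 | Also added: 7 nM biotin-RetCOR | Dosing: Compound at 4.8 µM, single dose | Timing: 5 h at 4 °C | Detection: Time-resolved FRET | Read-out basis: Percent inhibition | Benchmarks: Biotin wells as high control, 0.6% DMSO wells as low control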
TRPM1 prom inh = inhibitors of MITF-dependent TRPM1 promoter reporter, primary screen, cell-based, SK-MEL-5, single point, luciferase | SK-MEL-5 TRPM1 promoter luciferase, 24 h | inhibition, % at 12.5 µM | 0.83% of 330,000 active | AID 488899, 2010;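 active = mean inhibition across replicates of 60% or more, whatever share of single replicates reaches that level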; note: values of inactives mirror those of a sister screen read the other way
KKLEB tox = cytotoxicity in KKLEB CF airway cells, primary screen, cytotoxicity control for CF NF-kB inhibitor project, cell-based, uHTS, fluorescence assay plates | KKLEB CF airway cells viability, ATPlite luminescence, overnight; active compounds read low; cells stimulated with P. aeruginosa culture filtrate | activity change (cytotoxicity), % at 5 µM | 0.36% of 360,000 active;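 active = corrected activity change at or below -50% at 5 µM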
TROY NFkB inh = inhibitors of TROY-driven NF-kB signaling, primary screen, Q293 LMP1-TROYcd cells, NF-kB luciferase, uHTS; 0.98% of 360,000 active; inhibition, % at 10 µM; AID 1347056, 2019; Q293 LMP1-TROYcd NF-kB luciferase reporter, 4 h;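 active = compounds whose plate-normalised and pattern-corrected inhibition of the luciferase reporter signal at the single screening dose is 50% or more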
Peg3 promoter = Peg3 promoter-driven luciferase inhibitors, primary screen, cell-based, HeLa, luciferase luminescence. HeLa PEG-Prom luciferase reporter, overnight. inhibition, % at 20 µM. 1.7% of 360,000 active. AID 588405, 2011;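 active = inhibition of at least 50% at 20 µM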
Active calls of the source: *; / = not tested or not shown. The list is partial; the hit share may differ from the screen's.

SMILES	NR2E3 ag-2	Peg3 promoter	TWEAK Fn14 block	TROY NFkB inh	NR2E3 ag-1	Shn3 inh set2	CF NFkB block	TRAIL sens C8	TRPM1 prom inh	KKLEB tox	HIF-2a block
COc1cc(NC(=O)CN(C)Cc2ccc(OC(F)F)cc2)c(C)cc1[N+](=O)[O-]	3	2	17	15	-4	29	-22	-2	-9	-5	12
CC(=O)NC(c1cc(F)c2cccnc2c1O)C1CC1 (stereo not drawn)	-1	19	5	-1	-12	47	-26	-5	10	12	9
CC(=O)N[C@H]1[C@H](OC2CCCCC2)O[C@H](COC(C)=O)[C@@H](OC(C)=O)[C@@H]1OC(C)=O	5	10	12	15	-5	-6	-10	-7	0	6	19
CCOc1nc2cnccc2n(CC(=O)Nc2c(F)c(F)cc(F)c2F)c1=O	-3	7	-16	-24	-4	-29	8	-16	2	-20	2
COc1cc2nc(C3CCC3)n(N)c(=O)c2cc1OC	-1	8	4	7	-7	-14	18	7	4	-10	13
COc1cc(NC(=O)CSc2nnc3c(C)cc4cc(C)cc(C)c4n23)c(C(=O)O)cc1OC	3	14	-4	5	-9	-16	-4	-3	12	6	3
O=C(CCNC(=O)c1ccccc1)OCC(=O)c1ccccc1	3	5	9	2	-16	-5	-1	2	-3	1	12
CC1CCCN(C(=O)COC(=O)c2cc(-c3cccs3)nn2-c2ccccc2)C1 (stereo not drawn)	-3	-7	-10	-17	-11	1	8	33	-3	7	3
COc1ccccc1OCCCn1c(=O)oc2ccc(C)cc21	-1	-20	-13	-23	0	-12	5	-16	1	1	-42
COc1cc(C(=O)OCC(=O)NC(C)CCc2ccccc2)cc(OC)c1OC (stereo not drawn)	4	17	2	11	-11	13	15	-1	1	-7	26
COc1ccc(CN2C(=O)c3ccccc3C2(C)c2nc3ccccc3[nH]2)cc1 (stereo not drawn)	/	/	-4	10	0	/	/	-10	/	/	9
CCOC(=O)CN1C(=O)/C(=C/c2ccccc2Br)Oc2ccccc21	1	7	-9	-28	1	-2	29	-14	5	-10	13
Cn1c(=O)[nH]c(Nc2ccc(F)cc2)c([N+](=O)[O-])c1=O	-1	6	-18	-4	-2	1	-2	3	7	-10	13
CC(=O)Nc1cc(-c2cccc(N)c2)cn2c(-c3ccccc3)cnc12	/	26	39	16	16	-7	-59	9	/	-12	6
COc1cc(S(=O)(=O)Nc2cccc3cn[nH]c23)c(OC)cc1Cl	-4	7	12	-6	9	3	16	16	0	-6	16
COc1cccc(OC)c1OCCCOc1ccc([N+](=O)[O-])cc1Cl	1	9	4	-3	-9	-4	14	-9	3	-12	-7
CCOc1ncccc1C(=O)Nc1ccc2c(c1)OCCCO2	/	-46	-4	-14	-8	-19	-1	-11	-17	9	-133
c1ccc2[nH]c(CCCc3nc4ccccc4[nH]3)nc2c1	3	11	-18	-6	7	15	3	2	6	3	13
Nc1nc(Nc2ccccc2)nc(NC2CCCCC2)c1[N+](=O)[O-]	0	41	32	74*	-5	-5	21	5	-4	6	-20
COc1cccc2c1C(CCCC(=O)O)CCC2 (stereo not drawn)	/	10	0	-3	11	-21	15	-11	-8	2	7
Cn1cc(Br)c(C(=O)NC(=S)N2CCN(c3ccccn3)CC2)n1	3	3	5	-33	-9	-9	4	-9	-3	-3	-4
CCOc1ccccc1NC(=O)CCNC(=O)c1ccco1	1	6	-1	4	-29	6	-1	-9	9	0	8
CC(Cl)c1cc(-c2ncc(C(F)(F)F)cc2Cl)no1 (stereo not drawn)	3	-17	-15	-21	-5	-7	-4	3	-5	17	10
COc1cccc(CN(C)C(=O)c2cc(COc3ccc4ncccc4c3)on2)c1	1	12	59*	41	79*	81	-6	46	21	4	-10
COc1ccc(OC)c(C2C(C(C)=O)=C(O)C(=O)N2CCc2ccc(OC)c(OC)c2)c1 (stereo not drawn)	3	-8	10	-1	-6	9	12	8	-2	3	15
CC(OC(=O)c1cccnc1Cl)C(=O)NC1CCCCC1 (stereo not drawn)	/	-4	1	-9	-14	-11	9	-11	/	-3	9
NC(=O)c1ccc(NC(=O)CN2CCN(c3ccc(Cl)cc3)CC2)cc1	6	9	9	13	23	-1	8	4	-11	-4	2
C=CCn1c(N)cc(=O)nc1SCC(=O)NC(C)c1ccccc1 (stereo not drawn)	3	11	-3	7	-6	-7	14	-6	4	-5	2
O=C(O)C1CC=CCC1C(=O)NCCCN1CCCC1=O (stereo not drawn)	-1	-1	8	8	-5	9	-8	-14	9	5	-6
CCOCCc1nnc(NC(=O)CCS(=O)(=O)c2ccccc2)s1	2	-3	-15	-5	-10	-6	8	-8	1	6	-11

Printed as active in TWEAK Fn14 block (from the list above):
compound	NR2E3 ag-2	Peg3 promoter	TWEAK Fn14 block	NR2E3 ag-1	Shn3 inh set2	CF NFkB block	TRPM1 prom inh	HIF-2a block
COc1cccc(CN(C)C(=O)c2cc(COc3ccc4ncccc4c3)on2)c1	1	12	59*	79*	81	-6	21	-10

The listing continues.
SMILES	NR2E3 ag-2	Peg3 promoter	TWEAK Fn14 block	TROY NFkB inh	NR2E3 ag-1	Shn3 inh set2	CF NFkB block	TRAIL sens C8	TRPM1 prom inh	KKLEB tox	HIF-2a block
COc1ccc(N2CCN(C(=O)CN3C(=O)NC4(CCCc5ccccc54)C3=O)CC2)cc1 (stereo not drawn)	-3	27	12	-8	10	-15	-17	7	-4	15	6
COC(=O)CSc1nnc2n(-c3ccc(OC)cc3)c(=O)c3c4c(sc3n12)CCCCC4	1	16	-34	-18	-13	-36	-11	11	8	5	23
CCOc1cc(/C=C2\N=C3CCCCCN3C2=O)ccc1O	0	-88	-23	-30	-27	5	-13	-5	-50	-2	-130
COc1ccc(NC(=O)c2ccc(S(=O)(=O)N3CC(C)CC(C)C3)cc2)cc1S(N)(=O)=O (stereo not drawn)	0	2	-7	3	0	4	-2	24	4	-5	2
COc1ccc(N=C2C(=Nc3ccc(OC)cc3)N(c3ccc(OC)cc3)C(=S)N2C)cc1	0	-3	6	-21	-10	-7	2	-11	-16	-25	-11
CCN(CC)CCNc1nc2nonc2nc1NCCN(CC)CC	-3	-16	-9	-4	13	-1	16	-7	-14	-5	14
CC(=O)N1C(=O)C2(C(C#N)=C(N)Oc3cc(C)oc(=O)c32)c2ccccc21 (stereo not drawn)	-2	2	13	-2	-10	-18	22	-2	8	2	13
COc1ccc2c(c1)c(C(=O)CN1CCOCC1)c(C)n2C	0	14	15	-4	-6	-18	-10	-1	5	-4	10
Cc1cc(=O)oc(C)c1C(=O)OCC(=O)c1ccc2ccccc2c1	3	-111	23	-31	-6	-8	-5	10	0	-9	0
COc1cccc(CC(NC(C)=O)C(=O)NC2CCN(c3nc(C)cc(C)c3C#N)CC2)c1 (stereo not drawn)	4	-4	5	0	3	20	2	12	13	-5	17
Cc1ccc(S(=O)(=O)N(OCc2ccccc2)C(C)C(=O)O)cc1 (stereo not drawn)	1	12	-7	7	0	-16	-18	3	/	7	12
Cc1ccc(Cn2nnc(C(=O)Nc3cc(C)ccc3C)c2N)cc1	-1	15	12	0	-1	17	-6	-1	-6	-4	14
CC(C)NC(=O)c1ccc(-c2cc(C(F)(F)F)ccc2Cl)o1	-5	3	-5	-10	-15	18	0	-11	-3	-14	3
O=C(Nc1ccc2c(c1)OCO2)c1ccc(Br)o1	6	-236	-13	-35	-75	-30	-4	15	-40	14	-268
CN(C(=O)CSc1ncnc2ccccc12)C1CCCCC1	/	-319	-14	-57	-61	-112	13	-2	-101	-7	-218
COc1ccc(-c2noc(CCCC(=O)N3CCN(c4cc(C)ccc4C)CC3)n2)cc1	/	-283	-3	13	-68	-50	-1	-5	-63	12	-214
CC(=O)NCC(=O)N1CCC(n2nccc2NC(=O)CCCc2ccccc2)CC1	/	-65	-18	-21	-51	-17	-10	-7	-17	-7	-68
Cc1nnc2n(c1=O)C(CS(=O)(=O)c1ccccc1)CS2 (stereo not drawn)	-2	14	19	7	9	1	15	-11	-4	-22	4
CCOC(=O)c1c(C)[nH]c(C(=O)COC(=O)c2oc3ccc(OC)cc3c2C)c1C	2	8	-54	-36	-2	-2	11	38	17	-2	6
N#Cc1cccc(C(=O)OCC(=O)N2CCCc3ccccc32)c1	-2	-20	-20	-10	11	-8	-13	9	-7	6	0
CCN(CC)S(=O)(=O)c1ccc(C(=O)Nc2c3c(nn2C(C)(C)C)CS(=O)(=O)C3)cc1	-1	-9	-27	13	-3	6	0	-5	12	12	2
COC(=O)c1ccc(Oc2nc(Nc3ccccc3)nc(N(C)C)n2)cc1	1	11	14	-2	-7	-5	19	-16	5	-13	6
O=C1CC(NNc2nc3ccccc3s2)C(=O)N1c1ccc(F)cc1 (stereo not drawn)	-1	4	16	69*	-14	-3	7	-5	7	-2	12
Fc1ccc(OCc2nc3ccccc3s2)cc1	3	-273	-2	-7	-143	-27	-16	26	-23	17	-280
COc1cc(OC)nc(Nc2nc(CN)cs2)n1	/	4	-21	-9	19	-4	2	-14	/	-1	9
Cc1ccc(S(=O)(=O)NCCNC(=O)c2nonc2N)cc1	1	4	-9	11	0	-4	-8	2	4	7	5
CC(=O)Oc1ccc(-c2cccc(C(=O)Oc3ccccc3)c2)cc1	-3	-22	-20	-45	-8	6	7	-1	-4	-5	-17
O=S(=O)(c1ccccc1)c1nc(-c2ccc(Cl)cc2)oc1NCCCN1CCOCC1	/	-7	-10	1	-14	4	-2	1	-6	9	8
O=C1N=C(N2CCOCC2)S/C1=C\c1ccc(OS(=O)(=O)c2ccccc2)cc1	2	8	19	9	-5	7	-5	-7	28	-3	25
COC(=O)/C(=N/Nc1ccc(C)cc1)N1CCCc2ccccc21	3	21	1	-9	-18	21	-20	0	15	14	-13
COc1cccc(CNS(=O)(=O)c2cc3c4c(c2)CCC(=O)N4CCC3)c1	2	-11	-4	-4	-14	13	-3	8	3	-1	4
